Pol kappa inh: blocks human DNA polymerase kappa activity; Q9UBT6; purified Pol kappa, fluorescent DNA synthesis assay, 10 min; Potency, µM (highest dose often 107 µM), inactives show at the highest dose activity, negative = inhibition, usual class: inhibitors; 400,000 tested, 0.53% active; further: potency means the concentration at half of the fitted maximal effect; on the % scale 0 is the no-effect control and ±100 the full control effect
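Here, compound and 10 nM enzyme are combined for 15 min at room temperature; adding 50 nM substrate (final) starts DNA synthesis, tracked by fluorescence at 0 and 10 min against buffer-only wells.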
ERG-DNA inh: ERG Ets/DNA interaction inhibition | P11308 | fluorescence polarization, His-ERG Ets domain / labelled DNA | Potency, µM (doses to about 76.9 µM), without a hit: at the highest dose FP activity, negative = inhibition, actives largely listed as inhibitors | 370,000 tested, 0.028% active; active means well fitted inhibition curve with a large enough effect in the polarisation, with a control signal flat; inconclusive means small, poorly fitted or top-dose-only effect, or effect the other way, or a change in a side signal; inactive means no such curve, though single readings can be large or run the other way; the % refers to the polarisation;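 further: polarization taken with two DNA probes labelled with fluorescein and Texas red; potency means the concentration at half of the fitted maximal effect; % of control where 0% means no effect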
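His-tagged ERG Ets domain (1 uM in the protein solution; 300mM KCl, 50mM Tris-HCl, 1mM EDTA, 1mM DTT, pH 7.5) received compound, then a probe mix of 5 nM fluorescein-DNA and 100nM Texas-615-DNA. Fluorescence polarization was read for both dyes.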
APE1 inh: inhibitors of human APE1 endonuclease. recombinant APE1, TAMRA/BHQ-2 abasic DNA cleavage fluorescence. Potency, µM (highest dose often 65.8 µM), for inactives: at the highest dose activity change, negative = inhibition, hits mostly inhibitors. 350,000 tested, 0.35% active. AID 2517;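 further: potency means the concentration at half of the fitted maximal effect; plate controls were vehicle for no effect and reference inhibitor for full effect; nearly all actives have a fitted effect of over 55% in size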
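Compound pre-exposure to 0.75 nM APE1, 15 min at ambient temperature. Reaction initiated with 50 nM TAMRA/BHQ-2 THF substrate, read immediately in kinetic mode, 525 nm excitation, 598 nm emission.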
TRHR ag: activates the human TRH receptor. activation, % at 2 µM. P34981. TRHR cells, calcium flux fluo-8, FDSS agonist mode. 360,000 tested, 0.18% active. AID 493084; in the data active means activation above about 30%; further: 0% is about no effect
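TRHR-expressing cells, plated overnight in medium with 10% serum, were loaded with fluo-8 calcium dye at room temperature. After a 10 s baseline, library compound was pin-added and calcium release was recorded kinetically (ex 480/em 530) as agonist response.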
12-LOX inh: inhibitors of human 12S-lipoxygenase ALOX12; P18054; purified 12hLO, xylenol orange hydroperoxide absorbance; Potency, µM (doses to about 108 µM), without a hit: top-dose activity change, negative = inhibition, actives largely listed as inhibitors; 580,000 tested, 1.1% active; AID 1671190; further: potency means the concentration at half of the fitted maximal effect; on the % scale 0 is the no-effect control and ±100 the full control effect
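Purified human 12hLO at 150 nM in 25 mM Hepes, 0.01% Triton X-100, pH 7.0, preincubated 15 min at room temperature with compound. Reaction started with 40 uM arachidonic acid, 30 min at room temperature. Hydroperoxide measured by Fe-xylenol orange, 573/405 nm absorbance ratio.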
Pol beta inh: blocks human DNA polymerase beta activity; Potency, µM (series often up to 114 µM), inactives show at the top dose activity change, negative = inhibition, actives largely listed as inhibitors; 340,000 tested, 1.3% active; P06746; Pol beta primer extension/strand displacement, fluorescence kinetic; further: potency means the concentration at half of the fitted maximal effect; on the % scale 0 is the no-effect control and ±100 the full control effect
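Homogeneous kinetic assay of primer extension and strand displacement by 10 nM Pol beta, preincubated 15 min at room temperature with compound before 50 nM substrate (final) was added. Read at 0 and 10 min; four-parameter Hill fit.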
BLM inh: Bloom syndrome helicase (human) inhibition | 350,000 tested, 0.2% active | AID 2528 | recombinant BLM DNA unwinding, fluorescence dequenching | Potency, µM (titrated, usually from 56.1 µM), for the others: at the highest dose activity change, negative = inhibition, most hits filed as inhibitors | P54132;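 further: potency means the concentration at half of the fitted maximal effect; plate controls were vehicle for no effect and no enzyme for full effect; nearly all actives have a fitted effect of over 35% in size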
Target sequence (P54132 whole entry, looked up): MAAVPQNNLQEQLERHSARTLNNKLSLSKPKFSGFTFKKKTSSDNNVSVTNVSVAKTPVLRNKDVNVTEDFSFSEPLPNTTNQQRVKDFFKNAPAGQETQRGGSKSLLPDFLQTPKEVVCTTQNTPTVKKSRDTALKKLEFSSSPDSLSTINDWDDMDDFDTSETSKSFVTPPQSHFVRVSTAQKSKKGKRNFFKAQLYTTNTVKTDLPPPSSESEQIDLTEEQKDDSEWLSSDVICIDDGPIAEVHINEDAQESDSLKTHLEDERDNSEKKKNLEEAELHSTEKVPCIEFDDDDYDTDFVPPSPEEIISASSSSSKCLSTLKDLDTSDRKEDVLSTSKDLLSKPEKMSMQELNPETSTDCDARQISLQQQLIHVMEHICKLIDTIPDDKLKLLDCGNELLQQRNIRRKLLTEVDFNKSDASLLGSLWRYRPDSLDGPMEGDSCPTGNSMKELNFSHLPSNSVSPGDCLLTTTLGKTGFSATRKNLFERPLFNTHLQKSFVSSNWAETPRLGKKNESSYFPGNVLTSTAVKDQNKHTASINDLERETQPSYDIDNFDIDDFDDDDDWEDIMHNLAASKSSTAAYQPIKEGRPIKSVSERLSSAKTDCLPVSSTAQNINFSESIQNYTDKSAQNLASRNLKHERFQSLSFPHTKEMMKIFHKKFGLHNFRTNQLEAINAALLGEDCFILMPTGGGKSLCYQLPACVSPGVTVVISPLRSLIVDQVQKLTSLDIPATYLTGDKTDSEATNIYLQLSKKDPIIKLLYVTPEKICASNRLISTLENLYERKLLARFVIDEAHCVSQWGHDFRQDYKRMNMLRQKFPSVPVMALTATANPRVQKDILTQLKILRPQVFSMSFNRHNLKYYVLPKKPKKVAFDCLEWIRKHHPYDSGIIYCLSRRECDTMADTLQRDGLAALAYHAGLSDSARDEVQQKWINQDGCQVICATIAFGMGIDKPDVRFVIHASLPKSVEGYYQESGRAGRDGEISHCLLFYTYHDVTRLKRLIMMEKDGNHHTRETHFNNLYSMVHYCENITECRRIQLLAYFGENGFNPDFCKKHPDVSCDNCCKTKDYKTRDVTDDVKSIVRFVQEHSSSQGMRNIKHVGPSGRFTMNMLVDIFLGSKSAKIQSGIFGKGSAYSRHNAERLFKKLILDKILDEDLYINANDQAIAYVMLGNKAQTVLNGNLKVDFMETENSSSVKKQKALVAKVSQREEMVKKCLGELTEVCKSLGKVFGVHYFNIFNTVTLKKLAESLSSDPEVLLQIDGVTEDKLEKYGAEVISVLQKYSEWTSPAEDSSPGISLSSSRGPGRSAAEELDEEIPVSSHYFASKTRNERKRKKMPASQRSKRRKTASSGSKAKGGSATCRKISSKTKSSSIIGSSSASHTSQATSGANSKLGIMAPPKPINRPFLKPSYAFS
Anesthetic bind: candidate novel general anesthetic via apoferritin binding; 350,000 tested, 0.074% active; apoferritin/1-aminoanthracene competitive binding, fluorescence; AID 485281; Potency, µM (doses to about 77.5 µM), for inactives: at the highest dose activity change, negative = displacement, most hits filed as inhibitors; further: potency means the concentration at half of the fitted maximal effect; on the % scale 0 is the no-effect control and ±100 the full control effect; nearly all actives have a fitted effect of over 20% in size
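Concentration-response curves derived by four-parameter Hill fitting of normalized fluorescence, where compounds displaced 1-AMA from 10 uM horse apoferritin following a brief 10 min room-temperature incubation; propofol titration acted as positive control.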
Pol iota inh: blocks human DNA polymerase iota activity | Q9UNA4 | Pol iota fluorescent replication assay, 10 min | Potency, µM (titrated, usually from 115 µM), inactives show at the highest dose activity, negative = inhibition, hits mostly inhibitors | 390,000 tested, 1% active; further: potency means the concentration at half of the fitted maximal effect
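Fluorescent replication assay read twice, at 0 min and 10 min after adding 50 nM (final) substrate. Enzyme (10 nM) and compounds were first incubated 15 min at room temperature; enzyme-free buffer wells were negative controls.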
Active calls of the source: *; ? = inconclusive; / = no result given; & = joins results of further samples; [ ] = dose if it differs, or a comment. Unless noted, the call rests on the fitted dose curve; in most records, active means well fitted curve in the direction sought with a large enough effect; inconclusive means small, poorly fitted or top-dose-only effect, or another doubt; inactive means no such curve, though single readings can be large; an effect the other way counts as inactive or inconclusive. A portion of the library; count on the stated rates, not on these rows.

SMILES	Pol kappa inh	ERG-DNA inh	APE1 inh	TRHR ag	12-LOX inh	Pol beta inh	BLM inh	Anesthetic bind	Pol iota inh
CCCCCCCCCCCCCCCC[n+]1ccc(C(N)=O)cc1	2.5%	11.0%	0.6%	2.0	44.7µM*	18.1%	73.4%[activator]	?	31.8%[activator]
COc1ccc(NC(=O)NN2CCOCC2)cc1OC	1.4%	-7.9%	-1.0%	0.4	-8.3%	55.2%	-0.3%	-4.0%	125.9%[activator]
CC(C)Oc1ccc(CNC(=O)c2ccc(NC(=O)c3nsc4ccccc34)cc2)cc1	-4.6%[60.1 µM]	-2.0%	/	0.7	2.1%	9.3%	-2.3%	?	9.5%
O=C1CC(C(=O)Nc2nccs2)C(c2ccccc2)O1 (stereo not drawn)	-14.0%	1.2%	-4.8%	0.2	-30.5%	18.4%	-1.2%	-6.6%	7.3%
COCCN(C(C)=O)c1nnc(-c2ccccn2)s1	-13.1%	6.9%	-2.0%	0.5	0.0%	-0.7%	-9.2%	-23.7%	-4.4%
CCCN1CCN(C(=O)c2ccc(-c3ccc([N+](=O)[O-])cc3)o2)CC1	2.3%	-15.0%	17.0%	-0.6	?	/	/	/	?
CCN1CCN(CC(=O)Nc2ccc(Cl)c(S(=O)(=O)N(C)C)c2)CC1	5.7%	3.2%	-6.0%	-0.5	-25.1%	?	19.0%	1.2%	19.7%
CNC(=S)N(Cc1cc2cc(OC)c(OC)cc2[nH]c1=O)C1CCCC1	-4.2%	2.3%	1.9%	-3.1	-4.0%	-17.3%	-3.8%	-1.2%	10.5%
CCC(C)(C)NC(=O)COc1ccc(OCc2ccccc2)cc1	-2.2%	1.9%	-1.6%	-1.0	0.1%	12.7%	-6.7%	-22.7%	88.9%[activator]
[O-][n+]1c2ccccc2c2n1CCN=C2c1ccc(Cl)cc1	3.2%	13.7%	5.6%	-0.5	1.6%	/	/	/	34.1%
Cc1[nH]c2ccccc2c(=O)c1SC(F)(F)C(F)C(F)(F)F (stereo not drawn)	4.3%	0.4%	-4.2%	0.1	22.2%	0.0%	-5.9%	-12.4%	0.3%
CCN1C(=O)C(CC(=O)Nc2ccc(F)cc2)N(Cc2ccc3c(c2)OCO3)C1=S (stereo not drawn)	-12.8%	0.7%	-2.7%	2.5	31.1%[activator]	-19.9%	-7.4%	-18.8%	122.1%[activator]
Cc1cc(C(=O)N2CCN(c3ccc(C(F)(F)F)cn3)CC2)c(C)o1	-9.1%	-2.9%	3.7%	-0.1	107.5%[activator]	-17.0%	-6.4%	-11.3%	5.1%
COc1ccc(Nc2nc(N)nc(CN3CCOCC3)n2)cc1	-10.0%	5.3%	-1.6%	-0.5	11.6%	16.9%	0.3%	-4.4%	?
O=C(CCN1C(=O)C2C3CC(C(Br)C3Br)C2C1=O)OCC(=O)c1ccccc1 (stereo not drawn)	-9.6%	19.6%	6.8%	-0.1	-11.8%	-7.6%	0.8%	-8.0%	90.8%[activator]
CCOc1cc(CNC(=O)CN2CCSc3ccccc32)cc(OCC)c1OCC	0.1%[60.1 µM]	-1.1%	/	-0.4	-1.0%	-20.2%	-0.5%	-12.9%	11.6%
S=C(NC1CCCCC1)N1CCC([C@H]2C=NC=N2)CC1	-2.9%[12 µM]	/	0.3%[21 µM]	/	/	/	1.0%[21.4 µM]	1.2%[29.3 µM]	/
Cc1ccc(Cl)cc1N1CCN(C(=O)Cn2cnc3onc(-c4ccc(F)cc4)c3c2=O)CC1	-10.3%	-1.0%	/	1.2	-8.1%	-7.1%	-6.8%	-0.8%	-14.4%
CC12CCCCC1=CC(=O)CC2 (stereo not drawn)	-3.5%	11.3%	/	/	-0.3%	/	/	/	57.2%[activator]
COc1cc(NC(=O)c2cc3ccccc3cc2OC)ccc1NC(=O)c1cccs1	-1.9%	8.2%	-10.6%	0.8	/	1.9%	-1.1%	309.4%[activator]	?
O=Cc1cc(OCc2ccccc2)ccc1[B-](F)(F)F	-15.3%	3.7%	/	/	0.0%	/	/	/	-26.0%
Cc1cc(OCC(=O)NC(C)c2ccccc2)ccc1[N+](=O)[O-] (stereo not drawn)	-2.2%	5.7%	0.9%	-1.0	-11.5%	-14.4%	-4.8%	-14.4%	-18.3%
CCn1c(SCc2nc3sc(C(=O)O)c(C)c3c(=O)[nH]2)nc2ccccc21	3.55µM*	-1.5%	20µM*	4.9	0.0%	8.91µM*	66.9%[activator]	51.0%[activator]	2.82µM*
CCc1cccc(-n2c(SCC(=O)c3c(N)n(C4CC4)c(=O)[nH]c3=O)nnc2N2CCOCC2)c1	1.8%	6.0%[15.4 µM]	/	/	-4.0%	/	/	/	-2.9%
COc1cccc2c1OC1(C)CC2NC(=O)N1c1cccc(C(=O)N2CCN(c3ccccc3)CC2)c1 (stereo not drawn)	-3.3%	5.8%	-4.1%	0.1	-4.8%	?	1.4%	3.2%	44.2%[activator]

6 entries already listed, sorted by the value under Pol kappa inh, smallest number first.
SMILES	Pol kappa inh
O=Cc1cc(OCc2ccccc2)ccc1[B-](F)(F)F	-15.3%
CCN1C(=O)C(CC(=O)Nc2ccc(F)cc2)N(Cc2ccc3c(c2)OCO3)C1=S (stereo not drawn)	-12.8%
CC12CCCCC1=CC(=O)CC2 (stereo not drawn)	-3.5%
CCc1cccc(-n2c(SCC(=O)c3c(N)n(C4CC4)c(=O)[nH]c3=O)nnc2N2CCOCC2)c1	1.8%
CCCN1CCN(C(=O)c2ccc(-c3ccc([N+](=O)[O-])cc3)o2)CC1	2.3%
Cc1[nH]c2ccccc2c(=O)c1SC(F)(F)C(F)C(F)(F)F (stereo not drawn)	4.3%

Fetched by structure from the list above, 3 records:
SMILES	Pol kappa inh	ERG-DNA inh	APE1 inh	TRHR ag	12-LOX inh	Pol beta inh	BLM inh	Anesthetic bind	Pol iota inh
CCN1CCN(CC(=O)Nc2ccc(Cl)c(S(=O)(=O)N(C)C)c2)CC1	5.7%	3.2%	-6.0%	-0.5	-25.1%	?	19.0%	1.2%	19.7%
Cc1cc(OCC(=O)NC(C)c2ccccc2)ccc1[N+](=O)[O-] (stereo not drawn)	-2.2%	5.7%	0.9%	-1.0	-11.5%	-14.4%	-4.8%	-14.4%	-18.3%
CC(C)Oc1ccc(CNC(=O)c2ccc(NC(=O)c3nsc4ccccc34)cc2)cc1	-4.6%[60.1 µM]	-2.0%	/	0.7	2.1%	9.3%	-2.3%	?	9.5%

Additional results.
SMILES	Pol kappa inh	ERG-DNA inh	APE1 inh	TRHR ag	12-LOX inh	Pol beta inh	BLM inh	Anesthetic bind	Pol iota inh
N#CC1=C(S)N(c2ccccc2)C(c2ccc(-c3cc(Cl)ccc3Cl)o2)NC1=O (stereo not drawn)	-8.9%	-5.5%	9.7%	0.3	?	31.6µM*	-21.1%	-14.9%	-26.6%
Cc1ccccc1Nc1nc(N)nc(COC(=O)[C@@H](NC(=O)c2ccco2)C(C)C)n1	-12.0%	2.1%	/	/	2.8%	/	/	/	-4.3%
Cc1nnc(SCCC(=O)Nc2nc(-c3ccccc3)ns2)s1	-11.5%	4.9%	1.5%	0.1	-4.9%	0.1%	-4.5%	-16.9%	-3.4%
O=C(CN1CCN(S(=O)(=O)c2ccc(Cl)s2)CC1)N1CCOCC1	-1.8%	0.5%	-3.4%	-0.7	39.7%	-0.4%	0.7%	4.4%	162.7%[activator]
Cc1cc(O)c(C(C)C)cc1NC(=O)Nc1cccc2ccccc12	3.9%	1.9%	-5.6%	0.1	0.0%	0.6%	-3.9%	3.4%	33.2%[activator]
COc1ccc2c(c1)c(=O)oc1cc(OCC(=O)NC3CC3)ccc12	-37.2%	-6.0%	?	0.1	0.0%	?	-5.4%	7.5%	-50.7%
Cc1ccc(OCCN2CCN(C(=O)CCC(=O)Nc3nnc(C(C)C)s3)CC2)cc1	4.0%	-12.3%	-12.6%	-1.2	-1.6%	16.4%	-3.1%	-22.2%	-2.2%
CCn1ccc2cc(S(=O)(=O)N3CCCN(C(=O)Nc4ccccc4C(F)(F)F)CC3)ccc21	-6.7%[60.1 µM]	0.9%	/	-0.7	-20.2%	10.3%	2.1%	67.5%[activator]	-2.4%
CN(c1ccc(OCC(=O)OCC(=O)Nc2c(F)c(F)c(F)c(F)c2F)cc1)S(=O)(=O)c1ccc(F)cc1	-2.0%	0.9%	?	-0.2	-16.9%	0.7%	-5.8%	7.3%	5.6%
CCOc1ccccc1C1CC(c2cccc(NS(C)(=O)=O)c2)=NN1C(=O)c1ccccc1 (stereo not drawn)	8.2%	-20.7%	-0.6%	0.2	6.6%	3.6%	-6.0%	-11.0%	7.3%
COc1ccc(NC(=O)CN2C(=O)NC(C)(C3CC3)C2=O)cc1S(=O)(=O)N1CCCCC1 (stereo not drawn)	0.5%	/	1.5%	0.9	-23.1%	/	/	/	23.9%
COC(=O)c1c(C)[nH]c(C(=O)C(C)OC(=O)C2=NNC(=O)CC2)c1C (stereo not drawn)	-13.8%	0.5%	11.1%	-0.9	-8.9%	20.1%	-0.4%	3.9%	11.1%
COc1ccccc1N1CCN(C(=O)c2ccc3nc[nH]c3c2)CC1	-2.2%	-7.4%	9.2%	-0.9	10.7%	3.6%	1.3%	26.5%	185.8%[activator]
COc1ccc(CC(=O)c2ccc(O)cc2O)cc1	-1.9%[60.1 µM]	2.5%	?	-0.8	-23.8%	9.4%	-3.3%&-1.0%	-21.5%&5.6%	20.3%
C=CCS/C(N)=N\N=C\c1cc(Br)cc([N+](=O)[O-])c1O	-20.4%	-4.9%	-2.6%	0.4	-14.6%	3.8%	1.4%	-8.7%	29.3%
